Screening results as filed in PubChem.
hgDAF12 agonist: hgDAF-12 agonism, primary luciferase screen. 370,000 compounds, 1.8% hits. activation, % at 6.8 µM. HEK293 GAL4-hgDAF12 UAS-luciferase reporter, agonist luminescence; normalized to butyrate control;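 active = activation above a cutoff set at the mean of all screened compounds plus 3 SD, cut at about 10% in these data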;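 note: 0% = DMSO wells and 100% = sodium butyrate wells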
ADAM10 inh: inhibitors of human ADAM10; inhibition, % at 7 µM; recombinant ADAM10, EDANS/DABCYL FRET peptide cleavage, 3 h; 370,000 compounds, 0.62% hits; O14672;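 active = inhibition above a per-campaign cutoff equal to the mean of compounds falling between control-based bounds plus 3 SD, cut at about 20% in these data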;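 note: 0% = DMSO wells while the 100% control is not disclosed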
ADAM17 inh: inhibitors of human ADAM17; recombinant ADAM17, EDANS/DABCYL FRET peptide cleavage; 370,000 compounds, 0.83% hits; inhibition, % at 6.95 µM; AID 720648;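 active = inhibition above the mean of compounds lying between control limits plus 3 SD, set per campaign, cut at about 8.5% in these data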;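 note: 0% = DMSO-only wells as the low control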
FXN GAA850 act: frataxin GAA850 promoter activation | 360,000 compounds, 0.56% hits | activation, % at 6 µM | HEK293 lucGAA850 FXN promoter luciferase reporter, 24 h; percent of 10 µM SAHA response;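 active = activation above the average of all compounds screened plus 3 SD, cutoff fixed separately per campaign, cut at about 7.5% in these data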;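 note: 0% = DMSO wells and 100% = 10 µM SAHA wells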
DAX1 inh-1: inhibitors of human orphan nuclear receptor DAX1 (NR0B1) | P51843 | HEK293 Gal4-DAX1 luciferase reporter, luminescence | inhibition, % at 6.75 µM | 340,000 compounds, 0.99% hits | AID 504766;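 active = inhibition above the mean over all tested compounds plus 3 SD, cut at about 4.2% in these data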;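 note: 0% = DAX1-transfected cells with DMSO and 100% = empty-vector control cells with DMSO; inhibition shows as a rise in luminescence from relieved DAX1 repression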
Target sequence (P51843 207-470 limits assumed): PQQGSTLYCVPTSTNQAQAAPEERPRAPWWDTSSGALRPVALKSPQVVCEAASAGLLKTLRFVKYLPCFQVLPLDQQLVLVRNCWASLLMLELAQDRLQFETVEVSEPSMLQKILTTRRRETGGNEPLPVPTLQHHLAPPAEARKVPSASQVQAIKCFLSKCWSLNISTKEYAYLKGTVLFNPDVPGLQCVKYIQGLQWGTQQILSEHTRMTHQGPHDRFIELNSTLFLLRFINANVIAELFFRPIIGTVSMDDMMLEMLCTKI
PLC-beta3 inh: inhibitors of human phospholipase C beta3 | inhibition, % at 12.2 µM | 370,000 compounds, 0.18% hits | Purified PLC-beta3, fluorogenic substrate, fluorescence | AID 720704; in the data active = inhibition above about 11%;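 note: 0% = median of compound wells on plate and 100% = full blocker control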
DAX1 inh-2: inhibitors of DAX1 repression of SF-1 activated StAR promoter. HEK293T StAR-luciferase reporter, SF-1/DAX-1 repression relief. inhibition, % at 6.8 µM. 370,000 compounds, 1.1% hits. AID 652010;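 active = inhibition above the mean over all tested compounds plus 3 SD, cut at about 3.6% in these data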;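 note: 0% = DAX-1 cells with DMSO and 100% = cells lacking DAX-1 with DMSO; higher inhibition means more luminescence from relief of DAX-1 repression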
ssDAF-12 act: S. stercoralis DAF-12 activation, primary screen; HEK293 ssDAF-12/GRIP1 lit1-tk-luc reporter, luminescence; % of 3 µM dafachronic acid response; activation, % at 6.8 µM; 370,000 compounds, 1% hits; AID 652126;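 active = activation above the mean over all tested compounds plus 3 SD, cut at about 0.9% in these data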;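 note: 0% = DMSO-only wells and 100% = 3 µM delta7-dafachronic acid wells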
HGIII-sPLA2 inh: Blocks human group III sPLA2 activity. 370,000 compounds, 0.56% hits. inhibition, % at 12.2 µM. QFRET BODIPY PC-A2 liposome hydrolysis, fluorescence. Q9NZ20;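 active = inhibition above mean plus 3 SD of compounds lying within the high and low control bounds, cut at about 19% in these data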;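 note: 0% = median of test compound wells and 100% = no enzyme DMSO wells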
Target sequence (Q9NZ20 whole entry, looked up): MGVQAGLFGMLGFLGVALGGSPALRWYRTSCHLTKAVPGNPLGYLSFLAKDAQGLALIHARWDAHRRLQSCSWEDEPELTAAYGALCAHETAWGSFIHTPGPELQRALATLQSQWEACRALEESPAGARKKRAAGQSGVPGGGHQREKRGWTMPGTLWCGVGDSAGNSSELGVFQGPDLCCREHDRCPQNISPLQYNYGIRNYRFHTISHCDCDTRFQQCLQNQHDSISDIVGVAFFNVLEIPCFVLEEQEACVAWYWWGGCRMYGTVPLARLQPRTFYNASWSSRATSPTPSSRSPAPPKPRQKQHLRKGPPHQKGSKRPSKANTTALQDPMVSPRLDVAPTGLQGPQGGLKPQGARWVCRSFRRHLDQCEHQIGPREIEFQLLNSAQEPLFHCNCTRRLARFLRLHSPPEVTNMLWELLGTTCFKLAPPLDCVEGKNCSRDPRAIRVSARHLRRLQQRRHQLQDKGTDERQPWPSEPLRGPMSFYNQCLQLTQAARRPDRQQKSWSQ
hcDAF-12 act: activates DAF-12 receptor from parasite H. contortus; HEK293 hcDAF-12 lit1-tk-luc reporter, luminescence; 0% DMSO, 100% Δ7-dafachronic acid; activation, % at 6.8 µM; 370,000 compounds, 1.4% hits;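 active = activation above the mean of all tested compounds plus 3 SD, cut at about 5.5% in these data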;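 note: 100% = response to 3 µM Δ7-dafachronic acid high control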
PLCg1 inh: blocks human PLC-gamma1 enzyme activity | AID 720700 | purified PLC-gamma1, fluorogenic substrate, fluorescence | inhibition, % at 12.2 µM | 370,000 compounds, 0.84% hits; in the data active = inhibition above about 9.5%
The depositor's hits bear a star.

Results for CCOC(=O)N1CCN(Cc2c(O)ccc3ccccc23)CC1 ?
hgDAF12 agonist: -0.3; ADAM10 inh: -46; ADAM17 inh: -21; FXN GAA850 act: 1.1; DAX1 inh-1: -0.2; PLC-beta3 inh: -16; DAX1 inh-2: 0.0; ssDAF-12 act: -0.7; HGIII-sPLA2 inh: 0; hcDAF-12 act: 1.0; PLCg1 inh: -5

How did O=C(CC1SCCNC1=O)Nc1ccccc1Cl (stereo unspecified) do in these assays?
hgDAF12 agonist: 2.5; ADAM10 inh: 7; ADAM17 inh: -2; FXN GAA850 act: 1.1; DAX1 inh-1: 0.7; PLC-beta3 inh: -5; DAX1 inh-2: 0.2; ssDAF-12 act: -1.2; HGIII-sPLA2 inh: 1; hcDAF-12 act: -0.6; PLCg1 inh: -2

How did C[C@H](CO)N1C[C@H](C)[C@H](CN(C)C(=O)Cc2ccncc2)Oc2ncc(Br)cc2C1=O do in these assays?
hgDAF12 agonist: -4.1; ADAM10 inh: -10; ADAM17 inh: -4; FXN GAA850 act: -1.7; DAX1 inh-1: 0.9; PLC-beta3 inh: 0; DAX1 inh-2: 3.8*; ssDAF-12 act: -1.5; HGIII-sPLA2 inh: 3; hcDAF-12 act: -1.6; PLCg1 inh: -1

Results for Cc1nc(SCc2nc3ccc(F)cc3[nH]2)c2oc3ccccc3c2n1 ?
hgDAF12 agonist: 2.3; ADAM10 inh: -2; ADAM17 inh: -5; FXN GAA850 act: 3.5; DAX1 inh-1: -0.6; PLC-beta3 inh: -11; DAX1 inh-2: -0.8; ssDAF-12 act: -1.0; HGIII-sPLA2 inh: 3; hcDAF-12 act: 0.3; PLCg1 inh: -10

Results for C[C@@H]1CN([C@@H](C)CO)C(=O)CCCn2nncc2CO[C@H]1CN(C)Cc1ccccc1 ?
hgDAF12 agonist: -1.4; ADAM10 inh: -3; ADAM17 inh: -2; FXN GAA850 act: -0.4; DAX1 inh-1: 0.1; PLC-beta3 inh: -1; DAX1 inh-2: -0.2; ssDAF-12 act: -0.7; HGIII-sPLA2 inh: -1; hcDAF-12 act: -0.1; PLCg1 inh: 0

How did CCOC(=O)c1ccc(NC(=O)N2CCN(c3ccccn3)CC2)cc1 do in these assays?
hgDAF12 agonist: -2.5; ADAM10 inh: -8; ADAM17 inh: -3; FXN GAA850 act: 0.2; DAX1 inh-1: -0.7; PLC-beta3 inh: -2; DAX1 inh-2: 0.0; ssDAF-12 act: -1.0; HGIII-sPLA2 inh: -8; hcDAF-12 act: -1.8; PLCg1 inh: 1

What do the screens show for `Cc1ccc(CNC(=O)C(=O)Nc2nccs2)cc1`?
hgDAF12 agonist: 2.0; ADAM10 inh: 5; ADAM17 inh: -2; FXN GAA850 act: 1.8; DAX1 inh-1: 2.9; PLC-beta3 inh: 0; DAX1 inh-2: 0.1; ssDAF-12 act: -1.8; HGIII-sPLA2 inh: -1; hcDAF-12 act: -0.6; PLCg1 inh: 2

Results for Cc1nc(CS(=O)c2ccccc2)cc(N2CCOCC2)n1 (stereo unspecified) ?
hgDAF12 agonist: 0.0; ADAM10 inh: -5; ADAM17 inh: -2; FXN GAA850 act: 4.1; DAX1 inh-1: -0.2; PLC-beta3 inh: 0; DAX1 inh-2: 0.8; ssDAF-12 act: -0.8; HGIII-sPLA2 inh: -2; hcDAF-12 act: -0.6; PLCg1 inh: -1

Results for COC(=O)N/N=C/c1cn(CCOc2cccc(OC)c2)c2ccccc12 ?
hgDAF12 agonist: -0.2; ADAM10 inh: 9; ADAM17 inh: 0; FXN GAA850 act: 2.1; DAX1 inh-1: -1.2; PLC-beta3 inh: -9; DAX1 inh-2: -0.6; ssDAF-12 act: -0.9; HGIII-sPLA2 inh: -19; hcDAF-12 act: -3.0; PLCg1 inh: 0

How did O=C(CCc1nc(-c2ccccc2)no1)NCc1cccnc1 do in these assays?
hgDAF12 agonist: 1.4; ADAM10 inh: -8; ADAM17 inh: -4; FXN GAA850 act: -3.0; DAX1 inh-1: 1.5; PLC-beta3 inh: 1; DAX1 inh-2: 0.5; ssDAF-12 act: -1.7; HGIII-sPLA2 inh: 2; hcDAF-12 act: -0.4; PLCg1 inh: 0

How did S=C(Nc1ccc(Br)cc1)N1CCN(C2CCCCC2)CC1 do in these assays?
hgDAF12 agonist: 0.9; ADAM10 inh: 0; ADAM17 inh: 1; FXN GAA850 act: -0.4; DAX1 inh-1: -0.1; PLC-beta3 inh: 3; DAX1 inh-2: 1.1; ssDAF-12 act: -0.7; HGIII-sPLA2 inh: 4; hcDAF-12 act: 0.2; PLCg1 inh: 2

Results for O=Cc1cscc1[B-](F)(F)F ?
hgDAF12 agonist: -1.1; ADAM10 inh: -1; ADAM17 inh: -1; PLC-beta3 inh: 1; DAX1 inh-2: -0.8; ssDAF-12 act: -1.2; HGIII-sPLA2 inh: 9; hcDAF-12 act: -2.2; PLCg1 inh: 0

How did N#CC(c1ccc(Cl)nn1)c1c(F)cccc1Cl (stereo unspecified) do in these assays?
hgDAF12 agonist: -2.5; ADAM10 inh: 4; ADAM17 inh: 4; FXN GAA850 act: 3.4; DAX1 inh-1: 1.1; PLC-beta3 inh: -3; DAX1 inh-2: 0.3; ssDAF-12 act: -1.4; HGIII-sPLA2 inh: 11; hcDAF-12 act: -2.0; PLCg1 inh: -5

Results for c1ccc(Cc2nnc(Sc3ccccc3)c3ccccc23)cc1 ?
hgDAF12 agonist: -4.7; ADAM10 inh: 5; ADAM17 inh: -2; FXN GAA850 act: 4.7; DAX1 inh-1: -1.2; PLC-beta3 inh: -1; DAX1 inh-2: -1.4; ssDAF-12 act: -1.5; HGIII-sPLA2 inh: -7; hcDAF-12 act: -0.9; PLCg1 inh: 1

Results for CCC(=O)N1CCN(c2ccccc2NC(=O)c2cccc(C)c2)CC1 ?
hgDAF12 agonist: -2.3; ADAM10 inh: 1; ADAM17 inh: -7; FXN GAA850 act: 0.0; DAX1 inh-1: 1.4; PLC-beta3 inh: -2; DAX1 inh-2: -1.3; ssDAF-12 act: -1.4; HGIII-sPLA2 inh: 12; hcDAF-12 act: -0.6; PLCg1 inh: 3

How did CCCCNC(=O)C1(C(=O)c2ccc(OC)cc2)CC(C(=O)OCC)=NO1 (stereo unspecified) do in these assays?
hgDAF12 agonist: 0.4; ADAM10 inh: 3; ADAM17 inh: 2; PLC-beta3 inh: 1; DAX1 inh-2: 0.3; ssDAF-12 act: -0.6; HGIII-sPLA2 inh: -1; hcDAF-12 act: -0.9; PLCg1 inh: 3

How did O=C(NCc1ccc(Cl)cc1Cl)Nc1ccccc1 do in these assays?
hgDAF12 agonist: 7.0; ADAM10 inh: -2; ADAM17 inh: 4; FXN GAA850 act: 5.6; DAX1 inh-1: 1.0; PLC-beta3 inh: -8; DAX1 inh-2: 0.9; ssDAF-12 act: -0.9; HGIII-sPLA2 inh: 6; hcDAF-12 act: 7.4*; PLCg1 inh: 1

Results for CCCOc1ccc(N2C(=O)CC(NCc3cccs3)C2=O)cc1 (stereo unspecified) ?
hgDAF12 agonist: 0.4; ADAM10 inh: -6; ADAM17 inh: -2; FXN GAA850 act: 1.7; DAX1 inh-1: -0.4; PLC-beta3 inh: 0; DAX1 inh-2: 0.1; ssDAF-12 act: -1.2; HGIII-sPLA2 inh: 5; hcDAF-12 act: -0.1; PLCg1 inh: 0

What do the screens show for `CCOC(=O)C1CCN(C(=O)CN(c2ccc(Cl)c(C(F)(F)F)c2)S(C)(=O)=O)CC1`?
hgDAF12 agonist: -0.6; ADAM10 inh: 3; ADAM17 inh: -3; FXN GAA850 act: -2.3; DAX1 inh-1: 1.4; PLC-beta3 inh: 0; DAX1 inh-2: -0.7; ssDAF-12 act: -1.1; HGIII-sPLA2 inh: 0; hcDAF-12 act: -0.7; PLCg1 inh: 0

Results for CC(=O)Nc1ccc(CN2CCCC(CO)(Cc3cccc(Cl)c3)C2)cc1 (stereo unspecified) ?
hgDAF12 agonist: -0.9; ADAM10 inh: 13; ADAM17 inh: -2; FXN GAA850 act: -0.7; DAX1 inh-1: 0.7; PLC-beta3 inh: -4; DAX1 inh-2: 0.8; ssDAF-12 act: -0.1; HGIII-sPLA2 inh: -4; hcDAF-12 act: -0.1; PLCg1 inh: 6

Results for O=Cc1c(SCCO)nc2ccccn2c1=O ?
hgDAF12 agonist: 1.2; ADAM10 inh: -8; ADAM17 inh: -6; FXN GAA850 act: 2.4; DAX1 inh-1: -1.3; PLC-beta3 inh: -8; DAX1 inh-2: -0.2; ssDAF-12 act: 0.1; HGIII-sPLA2 inh: 6; hcDAF-12 act: 4.2; PLCg1 inh: 0

What do the screens show for `CC(=O)c1cccc(NC(=O)N2CCCc3ccccc32)c1`?
hgDAF12 agonist: 1.2; ADAM10 inh: -2; ADAM17 inh: -3; FXN GAA850 act: -2.1; DAX1 inh-1: 0.7; PLC-beta3 inh: -8; DAX1 inh-2: -0.5; ssDAF-12 act: -1.2; HGIII-sPLA2 inh: 8; hcDAF-12 act: 1.0; PLCg1 inh: -6

How did CCCOc1ccc(C(=O)NCC(c2ccco2)N(C)C)cc1OC (stereo unspecified) do in these assays?
hgDAF12 agonist: 3.2; ADAM10 inh: -2; ADAM17 inh: -1; FXN GAA850 act: 2.2; DAX1 inh-1: -0.1; PLC-beta3 inh: -7; DAX1 inh-2: 0.7; ssDAF-12 act: -1.2; HGIII-sPLA2 inh: -5; hcDAF-12 act: -0.8; PLCg1 inh: -4

How did O=C(c1c(F)cccc1F)N1CCC(Oc2cccnc2)CC1 do in these assays?
hgDAF12 agonist: -1.7; ADAM10 inh: -5; ADAM17 inh: -5; PLC-beta3 inh: -2; DAX1 inh-2: 0.1; ssDAF-12 act: -1.6; HGIII-sPLA2 inh: 3; hcDAF-12 act: -3.0; PLCg1 inh: 1

What do the screens show for `COC(=O)c1ccccc1Oc1c(F)c(F)nc(N2CCOCC2)c1F`?
hgDAF12 agonist: -0.1; ADAM10 inh: 2; ADAM17 inh: -1; FXN GAA850 act: -3.8; DAX1 inh-1: 0.4; PLC-beta3 inh: -19; DAX1 inh-2: 0.0; ssDAF-12 act: -0.4; HGIII-sPLA2 inh: 1; hcDAF-12 act: 0.5; PLCg1 inh: -16

How did Cc1ccc(NC(=O)C(C)Sc2nnc(C3CC3)n2C2CC2)cc1S(=O)(=O)N1CCOCC1 (stereo unspecified) do in these assays?
hgDAF12 agonist: -4.1; ADAM10 inh: -15; ADAM17 inh: 0; FXN GAA850 act: -1.4; DAX1 inh-1: 0.4; PLC-beta3 inh: -6; DAX1 inh-2: 0.5; ssDAF-12 act: -1.0; HGIII-sPLA2 inh: 5; hcDAF-12 act: -0.4; PLCg1 inh: 9

How did CN(C)CCN(Cc1ccco1)C(=O)c1cc2c(Cl)nc3ccccc3c2s1 do in these assays?
hgDAF12 agonist: 2.1; ADAM10 inh: -3; ADAM17 inh: 2; FXN GAA850 act: 3.9; DAX1 inh-1: 1.1; PLC-beta3 inh: 0; DAX1 inh-2: 2.7; ssDAF-12 act: -1.2; HGIII-sPLA2 inh: -13; hcDAF-12 act: -1.0; PLCg1 inh: 0
